Compound activity deposited in PubChem BioAssay by several laboratories.
APP 5UTR inh: APP translation inhibition. SH-SY5Y APP 5'UTR-luciferase reporter, luminescence. inhibition, % at 2 µM. 0.82% of 190,000 active. AID 1285;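 active = inhibition above a set limit, derived from the sample mean plus 3 SD, cut at about 45% in these data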; note: values of inactives mirror those of a sister screen read the other way
TNAP inh no acc: blocks human TNAP activity with no phosphate acceptor present | P05186 | purified TNAP, CDP-star luminescence, 30 min | inhibition, % at 20 µM | 0.26% of 200,000 active | AID 1012;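 active = tissue-nonspecific alkaline phosphatase inhibition above about 50% at 20 µM in the single-dose screen, limit read from the data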;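 note: 0% = DMSO negative control and 100% = EDTA positive control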
Target sequence (P05186 whole entry, looked up): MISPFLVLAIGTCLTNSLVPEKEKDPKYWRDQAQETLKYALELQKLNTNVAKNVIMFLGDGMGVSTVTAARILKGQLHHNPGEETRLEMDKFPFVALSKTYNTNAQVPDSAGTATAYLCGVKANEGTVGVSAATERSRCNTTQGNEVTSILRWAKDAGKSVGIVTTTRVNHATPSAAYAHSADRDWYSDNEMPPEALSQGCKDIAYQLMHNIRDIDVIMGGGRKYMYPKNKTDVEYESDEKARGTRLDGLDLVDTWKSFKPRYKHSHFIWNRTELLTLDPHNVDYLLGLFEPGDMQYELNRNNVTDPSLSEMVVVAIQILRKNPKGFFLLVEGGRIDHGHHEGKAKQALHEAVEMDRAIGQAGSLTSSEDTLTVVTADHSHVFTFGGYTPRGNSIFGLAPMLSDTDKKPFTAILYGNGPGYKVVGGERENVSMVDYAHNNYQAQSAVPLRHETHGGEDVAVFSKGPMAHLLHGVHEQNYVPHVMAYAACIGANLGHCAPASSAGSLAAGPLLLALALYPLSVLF
FLuc act counter: affects firefly luciferase, flagging false hits in luciferase stimulation screens; P08659; ATPlite luciferase biochemical, luminescence, 10 min; 0 = ATP-free wells, 1 = DMSO control; activation factor at 10 µM; 200,000 tested, under 10 active; AID 1027;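 active = luciferase activation factor, scaled between plate controls, of at least 2 with compound at 10 µM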
Target sequence (P08659 whole entry, looked up): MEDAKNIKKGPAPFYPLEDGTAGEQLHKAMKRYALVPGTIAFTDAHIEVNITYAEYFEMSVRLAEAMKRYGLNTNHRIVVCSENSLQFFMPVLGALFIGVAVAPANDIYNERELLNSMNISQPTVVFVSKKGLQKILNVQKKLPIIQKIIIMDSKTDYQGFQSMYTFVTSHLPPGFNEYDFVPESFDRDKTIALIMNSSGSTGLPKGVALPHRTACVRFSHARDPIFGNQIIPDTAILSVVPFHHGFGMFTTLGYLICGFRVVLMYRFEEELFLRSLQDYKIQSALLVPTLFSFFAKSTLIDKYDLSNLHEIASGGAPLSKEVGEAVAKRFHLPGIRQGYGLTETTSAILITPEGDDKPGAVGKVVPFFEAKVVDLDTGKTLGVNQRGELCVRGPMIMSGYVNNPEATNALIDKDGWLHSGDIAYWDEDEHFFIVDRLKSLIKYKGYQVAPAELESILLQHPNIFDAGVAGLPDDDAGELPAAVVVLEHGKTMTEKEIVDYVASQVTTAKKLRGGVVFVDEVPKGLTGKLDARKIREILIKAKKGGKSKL
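test system = cell-free luciferase reagent | medium = PBS as buffer for the ATP substrate | dosing = test compounds dosed from 2 mM stocks in 100% DMSO | incubation = 10 min at ambient temperature | detection = luminescence measurement of luciferase light output | benchmarks = low control with PBS replacing ATP, high control enzyme plus ATP without compound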
RAM network inh: yeast RAM network inhibition. S. cerevisiae dse1pr::URA3 reporter, 5-FOA growth OD615, 2 d; analog-sensitive cbk1-as2 kinase mutant strain. inhibition, % at 50 µM. 1.8% of 190,000 active. AID 868;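 active = inhibition above a set limit, 3 SD over mean compound inhibition, cut at about 8.4% in these data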;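 note: 0% = DMSO-only wells with no growth and 100% = 10 µM 1-NA-PP1 full growth; inhibition rescues growth on 5-FOA so higher OD means more RAM inhibition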
L major viab: Leishmania major promastigote growth inhibition. Leishmania major promastigotes, resazurin fluorescence viability. inhibition, % at 10 µM. 9% of 200,000 active; in the data active = inhibition above about 50%;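 note: promastigotes grown with compound for 44 hours at 28 °C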
FLuc inhib CS: inhibits firefly luciferase, flagging false hits in luciferase inhibition screens; ATPLite firefly luciferase biochemical luminescence, 10 min; P08659; 1.5% of 200,000 active; AID 1006; inhibition, % at 10 µM;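 active = inhibition above about 50% when tested at 10 µM, limit read from the data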
bIAP inhibitor: blocks bovine intestinal alkaline phosphatase activity. 190,000 tested, under 10 active. inhibition, % at 20 µM. purified bovine IAP, CDP-star luminescence, 30 min;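 active = over 50% inhibition of intestinal alkaline phosphatase at 20 µM in the single-dose screen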
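System: Purified bovine intestinal alkaline phosphatase (IAP) enzyme | Input: IAP diluted 1/65,000,000 in the well | Also added: CDP-star chemiluminescent phosphatase substrate, 30 µM final | Dosing: 20 µM single dose | Times: Enzyme reaction for 30 min at room temperature | Detection: Luminescence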
bIAP activator: increases bovine intestinal alkaline phosphatase activity. purified bovine IAP, CDP-star luminescence, 30 min; active compounds read high; fold of DMSO-control signal, blank-subtracted. activation factor at 20 µM. 0.17% of 200,000 active. AID 1016;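 active = activation factor of 2 or more at 20 µM, a signal rise over negative controls twice the positive control's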
TNAP inh hiacc: blocks human TNAP under high phosphate acceptor concentration; P05186; AID 1135; purified TNAP, CDP-star luminescence, 1 M DEA; inhibition, % at 20 µM; 0.03% of 200,000 active;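 active = over 50% inhibition of tissue-nonspecific alkaline phosphatase at 20 µM in the single-dose screen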;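 note: plate controls were DMSO wells for no effect and EDTA-quenched wells as full inhibition for full effect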
TNAP act hiacc: activators of human TNAP at high phosphate acceptor concentration | activation factor at 20 µM | P05186 | 200,000 tested, under 10 active | purified TNAP, CDP-star luminescence, 1 M DEA, 30 min; active compounds read high; 0 = EDTA background, 1 = DMSO-only activity;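 active = activation factor at least 2 at 20 µM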
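Assay system: human TNAP; Input: enzyme diluted 1/800 final; Reagent: CDP-star luminogenic substrate at 100 µM final; Timing: 30 min, room temperature; Signal: luminescence; Evaluation: TNAP activation factor scaled between EDTA and DMSO control wells.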
The depositor's hits bear a star; . = not tested or not shown.

SMILES	APP 5UTR inh	TNAP inh no acc	FLuc act counter	RAM network inh	L major viab	FLuc inhib CS	bIAP inhibitor	bIAP activator	TNAP inh hiacc	TNAP act hiacc
CCCCN(C)C(=O)c1coc(=O)c2ccccc12	-4	-12	1.1	2.1	-4	-9	4	1	-3	1
Cc1c(C(=O)c2ccc(Br)cc2)c(=O)n(C)c(=O)n1C	9	-9	1.1	0.4	-6	-11	-1	1	-8	1.1
CCCn1c(=O)n(N)c2ccccc21	-20	-11	1.1	1.6	-7	-7	11	0.9	-4	1
COc1ccc(O)c(C(=O)c2cc(C#N)c(=O)n(Cc3ccccc3)c2)c1	8	-4	1	1.1	-3	-3	13	0.9	5	1
Cc1cccc2c1nc(-c1ccccc1)n1cnnc21	-12	-10	1	2.2	3	-4	-2	1	-5	1.1
Cc1ccc(C)n1-c1cccc(N)c1	-2	-11	1.1	1.6	-7	-7	0	1	0	1
CCOC(=O)c1sc(-c2cccs2)nc1C	-6	-12	1	1.2	-6	4	-1	1	-2	1
C=CCNC(=O)NC(=O)COC(=O)c1cccnc1SC	-1	-27	1.1	2.7	1	-9	18	0.8	-11	1.1
COc1ccc(N2CCN(C(c3cc(OC)ccc3OC)c3nnnn3Cc3ccco3)CC2)cc1 (stereo not given)	2	-12	1.1	-0.1	8	-7	-7	1.1	-5	1.1
CCN(CC(=O)NCCc1ccccc1)S(=O)(=O)c1ccc(C)cc1	12	-12	1.1	3.5	48	-6	2	1	-6	1.1
Cc1cc2c(o1)CC(C)(C)CC2=O	6	-8	1	1.0	-4	-3	10	0.9	2	1
CC(C)CC(=O)Nc1cc(C(F)(F)F)ccc1N1CCOCC1	4	-3	1	-0.2	4	-2	0	1	-3	1
CC(=O)NC1C(=O)N=C(SCC(=O)Nc2sc3c(c2C#N)CCCCCC3)NC1=O (stereo not given)	-22	-10	1.1	2.4	-9	-6	-10	1.1	-1	1
Cc1cccc(N2C(=O)CS/C2=N\NC(=O)c2cccnc2)c1C	9	2	1.1	2.5	-13	-7	-5	1	-2	1
COC(=O)c1ccc(/C(O)=C(\C#N)c2nc3ccccc3s2)cc1	-43	-9	0.7	0.3	-7	28	3	1	1	1
COc1ccc(-c2nnn(CC(=O)NCCc3ccc(OC)c(OC)c3)n2)cc1	3	-18	1	4.2	-5	-1	10	0.9	-1	1
CCOC(=O)C1(Cc2cccc(OC)c2)CCN(Cc2cccc(OC)c2OC)CC1	0	-8	1	2.2	24	-4	-8	1.1	2	1
CN(C(=O)c1cc2ccccc2oc1=O)C1(C)CCS(=O)(=O)C1 (stereo not given)	8	-9	1.1	1.8	9	-5	9	0.9	-1	1
COc1ccc(N=c2oc3c(OC)cccc3cc2C(=O)NCc2ccco2)c(OC)c1	12	7	1	7.2	4	-1	38	0.6	10	0.9
CCN(Cc1ccccc1)C(=O)COC(=O)c1cc(S(=O)(=O)Nc2c(C)n(C)n(-c3ccccc3)c2=O)ccc1C	9	-5	1	0.1	-6	-5	-1	1	-3	1
COc1nc(OC)nc(N2CCC(C(=O)NCC3CCCCC3)CC2)n1	-8	-7	1	2.8	-7	1	-3	1	-4	1
COc1ccc(C2c3c(oc4ccc(C)cc4c3=O)C(=O)N2c2cc(C)ccn2)cc1OC (stereo not given)	8	-4	1	0.7	40	-2	-4	1	-1	1
CC(=O)Nc1ccc(NC(=O)C2CCCN(c3nnc(-n4cccc4)s3)C2)cc1 (stereo not given)	-4	-6	0.9	1.0	-9	14	2	1	0	1
Cn1c(=O)c2cc(S(=O)(=O)NCCC(=O)NCc3ccccc3Cl)ccc2n(C)c1=O	-5	3	1.1	1.9	0	-6	7	0.9	-1	1

In the list so far, two have two or more sulfur atoms:
SMILES	APP 5UTR inh	TNAP inh no acc	FLuc act counter	RAM network inh	L major viab	FLuc inhib CS	bIAP inhibitor	bIAP activator	TNAP inh hiacc	TNAP act hiacc
CCOC(=O)c1sc(-c2cccs2)nc1C	-6	-12	1	1.2	-6	4	-1	1	-2	1
CC(=O)NC1C(=O)N=C(SCC(=O)Nc2sc3c(c2C#N)CCCCCC3)NC1=O (stereo not given)	-22	-10	1.1	2.4	-9	-6	-10	1.1	-1	1

(listing goes on)
SMILES	APP 5UTR inh	TNAP inh no acc	FLuc act counter	RAM network inh	L major viab	FLuc inhib CS	bIAP inhibitor	bIAP activator	TNAP inh hiacc	TNAP act hiacc
COCCNC(=S)NC1CC2CCCC(C1)N2Cc1cccs1 (stereo not given)	-21	-4	1	1.6	-2	-4	1	1	-1	1
Cn1c(SCC(=O)Nc2ccc3c(c2)OCCO3)nnc1-c1ccccn1	-17	-11	1	0.3	-1	-3	15	0.9	-2	1
Cc1ccccc1NC(=O)C(C#N)Cc1cccnc1 (stereo not given)	12	-7	1	0.0	0	-3	0	1	-3	1
[O-]/C(=C(\C(=S)Nc1cccc2ccccc12)[n+]1ccccc1)c1ccc(OC(F)F)cc1	-9	-9	1.1	2.9	1	-8	-9	1.1	2	1
CC1(N2CCOCC2)CC2(O)C(=[N+]1[O-])CCc1nonc12 (stereo not given)	-1	4	1.1	0.8	-5	-8	-5	1.1	-4	1
CN(N)C(=S)NCc1ccccc1	22	-6	1.1	0.4	-5	-8	-1	1	-2	1
Cc1ccc(S(=O)(=O)N2CCC(C(=O)N[C@@H](C)C(=O)NCCc3ccccc3)CC2)cc1	.	-8	1	2.1	.	-4	-16	1.2	-4	1
COc1ccc2c(c1OC)C(=O)N1N=C(c3ccc(-c4ccccc4)cc3)CC21 (stereo not given)	-16	-2	1	3.6	-2	-4	-3	1	1	1
CCOCCOc1nc2c(c(=O)n(C)c(=O)n2C)n1Cc1ccc(C)cc1	-4	-2	1.1	.	5	-9	26	0.7	-2	1
CCOc1ccc(S(=O)(=O)Nc2cccc(N(C)S(C)(=O)=O)c2)cc1	-1	-8	1	0.7	-3	-1	2	1	-3	1
CNC(=O)COC(=O)CCC(=O)c1cccs1	3	-12	1.1	0.3	-8	-7	0	1	-1	1
COc1cc(OC)c(OC)cc1CNc1cc(C)ccc1OC	-2	-14	1	1.7	0	1	2	1	-6	1.1
O=C1c2ccccc2C(=O)N1CC1c2ccccc2CCN1C(=O)C1CCCCC1 (stereo not given)	21	-8	1	0.3	23	0	-2	1	-4	1
Cc1ccc(C)c(OCC(=O)Nc2ccc3c(c2)OCO3)c1C	-15	-10	1	1.7	23	-4	17	0.8	-6	1.1
COC(=O)N/N=C/c1cn(Cc2c(Cl)cccc2Cl)c2ccccc12	3	-12	1	0.6	12	-4	-33	1.3	-1	1
CN(CCNC(=O)CN1CCN(Cc2ccccc2Cl)C1=O)Cc1ccccc1	-5	-13	1	0.7	59*	-2	-9	1.1	-4	1
CNC(=S)NNC(=O)COc1ccccc1C	-8	10	1	0.6	-9	2	-17	1.2	3	1
COc1ccc([N+](=O)[O-])cc1COc1ccc2c(-c3ccccc3)cc(=O)oc2c1	4	-9	1	2.5	-1	-4	11	0.9	-1	1
NC(=O)c1ccc(N=Nc2c(-c3ccccc3)[nH]n(-c3ccccc3)c2=O)cc1	69*	-6	1	2.9	-4	-3	7	0.9	12	0.9
Cc1cc(C(=O)COC(=O)CNC(=O)c2ccccc2)c(C)n1CC1CCCO1 (stereo not given)	1	-12	0.9	1.1	-4	12	-7	1.1	-2	1
COc1cc(/C=C/CN2CCC(CO)(CC3CCCCO3)CC2)ccc1O (stereo not given)	-37	-3	1.1	2.0	1	-7	-12	1.1	-4	1
COc1cc(NC(=O)CN2C(=O)C(c3ccccc3)=NC2(C)C)cc(OC)c1	-18	-8	1	1.4	-6	-4	-7	1.1	-4	1
O=C(c1ccc(Cl)cc1)c1cnc(-c2ccccc2)s1	-8	-12	1	2.2	-5	-1	-4	1	-4	1
COc1ccccc1-c1cc(C(F)(F)F)nc(S(=O)(=O)CCCC(=O)N2CCOCC2)n1	-4	-9	1.1	0.7	100*	-5	4	1	-4	1
Nc1cc(S(=O)(=O)Nc2ccccc2Cl)ccc1N1CCOCC1	-24	-2	1	-0.9	-3	-2	-12	1.1	-1	1
COc1ccc(-c2nc(C(F)(F)F)c(OC)o2)cc1OC	18	-7	1	3.0	-2	-4	14	0.9	-5	1.1
Clc1ccc(OCc2nnc(SCc3nnc(-c4ccccc4)o3)o2)c(Cl)c1	-9	-9	1	9.6*	-2	5	-13	1.1	1	1
COCCn1c(=O)[nH]c2cc(C(=O)NCc3ccccc3)ccc2c1=O	-2	-13	1	-0.3	-7	-1	13	0.9	-5	1
Nc1cc(N)nc(SCCN2CCCCC2)n1	-3	1	1.1	0.7	7	-6	7	0.9	-7	1.1
CCOC(=O)Cc1c(C)c2c(C)nn(-c3ccccc3)c2oc1=O	-14	-14	1.1	1.9	0	-6	6	0.9	-6	1.1
O=S1(=O)C=C(Sc2nc3ccccc3s2)c2ccccc21	96*	-4	0.6	2.4	100*	40	12	0.9	-2	1
Cc1cccc(NC(=O)Cn2c(=O)n(Cc3ccccc3)c(=O)c3c(C)c(C)sc32)c1	15	-26	1.1	2.5	34	-5	-28	1.3	-2	1
COc1ccc(Cl)cc1NC(=O)Nc1cccc([N+](=O)[O-])c1C	9	-9	1.1	3.5	21	-6	10	0.9	-5	1.1
Cc1ccc(C(=O)NCc2ccco2)cc1S(=O)(=O)N1CCOCC1	-38	-5	1.1	0.8	2	-5	2	1	-8	1.1
O=c1[nH]ncc(NCCCO)c1Cl	-17	-12	1	1.2	-4	-4	-2	1	-3	1
COc1ccccc1-n1cnnc1SC(C)C(=O)Nc1cccc([N+](=O)[O-])c1 (stereo not given)	-3	2	1	2.1	3	-2	22	0.8	3	1
CCOC(=O)c1cc(C)sc1NC(=O)C(c1ccccc1)c1ccccc1	4	-2	0.9	16*	30	5	5	0.9	4	1
CO/N=C/c1ccc(N2CCN(C(=O)c3ccc(Cl)cc3Cl)CC2)c([N+](=O)[O-])c1	0	7	1	4.0	-1	-5	11	0.9	2	1
Cn1c(=O)n(C)c2cc(S(=O)(=O)NCC(=O)O)ccc21	-8	-8	1	-0.2	-4	-2	6	0.9	1	1
COc1cc(C(=O)NCc2ccncc2)cc(OC)c1OC	5	-6	1	0.9	-5	-1	-17	1.2	-2	1
CC1Cc2cc(/C(O)=C3/C(=O)C(=O)N(CCN4CCOCC4)C3c3cccc(O)c3)ccc2O1 (stereo not given)	-79	3	1.1	-0.3	-5	-5	-4	1	-2	1
CCn1c(SCc2nc3ccccc3[nH]2)nnc1-c1cnccn1	-18	-8	1	0.7	8	-3	-7	1.1	-3	1
Cc1cccc(CSCCNC(=O)CSCc2ccc([N+](=O)[O-])cc2)c1	6	3	1.1	5.4	-3	-8	10	0.9	-4	1
COc1ccccc1N1CCN(/N=C/c2cc([N+](=O)[O-])ccc2Cl)CC1	13	-4	1	-0.1	-4	-3	2	1	-1	1
